M. tuberculosis GlmU: inhibition of mycobacterial GlmU enzyme – biochemical, glucosamine-1-phosphate acetyltransferase (AID 1376) | inhibition, %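 (tested at 30 µM in the primary screen)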; hits with a dose series show IC50 in µM | 220,000 compounds, 0.25% hits | M. tuberculosis GlmU acetyltransferase enzyme assay; higher % means a stronger effect; in the data active means inhibition above about 13%;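 further: 0% = complete reaction with vehicle and 100% = reaction without substrate; strong numbers were not always called active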
RmlCD inh 1536: inhibitors of Mycobacterium tuberculosis RmlC and RmlD coupled enzymes; P9WH09+P9WH11; RmlC+RmlD coupled enzyme assay, percent inhibition; primary screen in compound mixtures; inhibition, % at 3.6 µM; 160,000 compounds, 0.03% hits; in the data active means inhibition mostly above about 34%, no sharp cut-off; further: some results filed as inactive read as strong as hits
Target sequence (P9WH09 whole entry, looked up): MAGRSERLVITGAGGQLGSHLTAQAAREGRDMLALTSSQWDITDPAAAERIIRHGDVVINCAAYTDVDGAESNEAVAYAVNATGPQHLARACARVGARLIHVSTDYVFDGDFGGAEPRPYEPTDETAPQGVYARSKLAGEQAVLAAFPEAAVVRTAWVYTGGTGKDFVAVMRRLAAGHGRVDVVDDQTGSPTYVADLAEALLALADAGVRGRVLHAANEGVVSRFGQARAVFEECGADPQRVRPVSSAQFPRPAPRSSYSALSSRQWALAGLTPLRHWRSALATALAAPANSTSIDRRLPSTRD
Target sequence (P9WH11 whole entry, looked up): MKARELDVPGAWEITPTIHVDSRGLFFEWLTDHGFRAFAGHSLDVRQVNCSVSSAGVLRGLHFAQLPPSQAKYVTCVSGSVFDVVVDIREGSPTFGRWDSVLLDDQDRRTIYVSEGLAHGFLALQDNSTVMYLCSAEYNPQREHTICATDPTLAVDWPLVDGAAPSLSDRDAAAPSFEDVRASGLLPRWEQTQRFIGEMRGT
The depositor's hits bear a star; · = no result given. These rows are one share of the data. The share of hits here may be higher or lower than overall.

SMILES	M. tuberculosis GlmU	RmlCD inh 1536
CCOC(=O)C(C)Oc1ccc(NC(=O)C(Cl)Cl)cc1 (centres undefined)	-3.9%	6
COc1cc(C2NC(=O)NC(C)=C2C(=O)OCc2ccc(C)cc2)cc(OC)c1O (centres undefined)	-6.1%	-1
CC(C)NC(=O)C1CCN(Cc2cnn(-c3ccccc3)c2-n2cccc2)CC1	1.5%	-4
CN(c1cccc(NS(=O)(=O)c2cccs2)c1)S(C)(=O)=O	-2.4%	1
COc1ccc(NC(=O)COC(=O)/C=C/c2ccccc2[N+](=O)[O-])cc1OC	-2.2%	·
O=C(Nc1cccc(S(=O)(=O)N2CCOCC2)c1)c1ccc(N2CCOCC2)c([N+](=O)[O-])c1	-5.1%	-7
COC(=O)c1nn(-c2ccc(OC)cc2)c(=O)cc1Sc1ccc(C)cc1	2.1%	6
COc1ccc(OC)c(NC(=O)CSc2nnc(Cc3cccn3C)n2CCc2ccccc2)c1	3.9%	-7
CC12C=CC3(CN(Cc4ccccc4)C(=O)C3C1C(=O)NC1CC1)O2 (centres undefined)	7.6%	·
COc1c(C(C)C)cc(NC(C)=O)cc1C(C)C	1.7%	-12
Cn1ccs/c1=N\C(=O)Nc1ccccc1	0.6%	·
O=C1/C(=C\c2ccc(Cl)cc2Cl)N2CCC1CC2	-1.1%	1
CC1(C)CC(=O)C=C(Nc2cccc(O)c2)C1	-1.1%	·
C[C@@H]1O[C@@H](O[C@H]2[C@H](Oc3cc(O)c4c(c3)O[C@H](c3ccc(O)cc3)CC4=O)O[C@H](CO)[C@@H](O)[C@@H]2O)[C@H](O)[C@H](O)[C@H]1O	-5.7%	-4
CN(C)Cc1ccccc1Cc1ccccc1	-2.5%	5
N#Cc1c(-c2ccccc2Cl)c2c([nH]c1=O)-c1ccccc1OC2	8.2%	-4
CC(=O)N1CN2CN(C(C)=O)CC(C(=O)c3ccc([N+](=O)[O-])cc3)(C2)C1	-3.7%	5
COc1ccccc1CCN=C(N)NS(=O)(=O)c1ccccc1	-4.5%	-7
CC(C)c1cc(C(F)(F)F)n2nc(C(=O)Nc3ccc4c(c3)OCO4)cc2n1	-2.8%	8
Cc1ccc(S(=O)(=O)N2CCCOC2CNC(=O)C(=O)NCCC2=CCCCC2)cc1 (centres undefined)	-1.1%	-12
CN(C)c1cccc2c1C(=O)c1ccccc1C2=O	-8.0%	-9
COc1ccc(CCNc2cc(=O)[nH]c(N)n2)cc1	0.0%	-5
CCOC(=O)c1ccc2c(c1)[n+](CC)c(C)n2-c1ccccc1	2.5%	24
Cc1ccc(O)c(N=Cc2cc(Cc3ccccc3)cc([N+](=O)[O-])c2O)c1	4.6%	·
COC(=O)C(NC(=O)CSc1nc(N)cc(=O)[nH]1)c1ccccc1 (centres undefined)	-2.1%	2
CCCCOC(=O)Nc1cc(Cl)ccc1C	1.1%	·
CC1(C)N=C(c2cccs2)C(C)(C)N1O	-4.5%	-2
COc1cccc(-n2nnc3c(=O)n(Cc4cccc(C)c4)cnc32)c1	5.7%	·
O=C(CCC1CCCN(C(=O)c2ccoc2)C1)NCc1ccc(F)c(F)c1 (centres undefined)	2.2%	5
O=C(c1ccco1)N1CCN(C/C=C/c2ccccc2)CC1	-1.5%	-7
O=C(Nc1ccc2ccccc2c1)N1C[C@H]2C[C@@H](C1)c1cccc(=O)n1C2	-1.4%	-13
COc1ccc(CC(=O)NNC(=O)c2ccc(NC(C)=O)cc2)cc1	4.0%	8
O=C1CCC(C(=O)OCC(=O)N2N=C3/C(=C/c4ccccc4)CCCC3C2c2ccccc2)N1 (centres undefined)	-0.1%	81
c1ccc(C2NCCc3ccccc32)cc1 (centres undefined)	0.7%	-8
CN(C)c1ccc(/C=C2\C(=O)NC(=O)N(CCc3ccc(F)cc3)C2=O)cc1	-2.0%	6
Cn1nnnc1SCCNCc1cccnc1	4.0%	·
O=C(c1ccc(-n2c(SCc3cccc(F)c3)nc3ccccc3c2=O)cc1)N1CCOCC1	7.3%	-14
CC(=O)NCCNC(=O)c1ccc(CSc2ccc(Cl)cc2)cc1	-6.3%	9
Cn1nc(C(F)(F)F)c(-c2cccc(C(F)(F)F)c2)c1NC(=O)CSCC(=O)O	-7.0%	56
Cc1nn(Cc2c(Cl)cccc2Cl)c(C)c1NC(=O)c1cnn2c(C(F)F)cc(-c3ccccc3)nc12	-2.7%	-8
O=C1c2ccccc2C(=O)N1CCc1csc(-c2ccccc2)n1	0.0%	-7
COc1ccc(CCN2C(=O)C(Oc3ccccc3)C2c2ccc3c(c2)OCO3)cc1 (centres undefined)	-3.2%	-14
COc1cc(/C=C2\NC(=S)N(C)C2=O)ccc1O	-1.7%	8
COc1nc(-c2ccccc2)cc(C(F)(F)F)n1	-7.2%	·
Cc1noc(/C=C/c2cccs2)c1S(=O)(=O)N1CCC(C(=O)NCCCN2CCCC(C)C2)CC1 (centres undefined)	-15%	·
Cc1c(C(=O)NCCCN2CCOCC2)oc2ccc(S(=O)(=O)N3CCOCC3)cc12	-0.9%	-8
Cc1cccc2cc(C(c3nnnn3Cc3ccccc3)N3CCCc4ccccc43)c(=O)[nH]c12 (centres undefined)	2.2%	14
Cc1occc1C(=O)Nc1cc(C(C)(C)C)on1	-1.9%	·
Nc1nc2nccc(-c3ccccn3)n2n1	1.1%	5
Cn1c(-c2ccc3c(c2)OCO3)cnc1NCc1ccc(Cl)cc1	-3.0%	11
Next section
SMILES	M. tuberculosis GlmU	RmlCD inh 1536
Cc1c(Cl)cccc1-n1c(SCC(=O)N2CCC(C(=O)O)CC2)nnc1-c1ccncc1	-2.1%	-8
COc1ccc(-n2c(C)cc(C(=O)NC3CCCCC3)c2C)cc1	0.1%	·
O=S1(=O)N=C(N/N=C/c2ccc(Br)o2)c2ccccc21	-3.2%	-12
CCOc1ccc(N2C(=O)/C(=C\c3ccc(OC)c(O)c3)S(=O)(=O)C2c2cccc([N+](=O)[O-])c2)cc1 (centres undefined)	2.1%	2
C=CCn1c(COc2ccccc2F)nnc1SCCN1C(=O)c2ccccc2C1=O	-4.5%	13
CCOc1ccc(NC(=O)CCC(=O)n2nc(C)cc2C)cc1	-4.4%	·
CC12CCC(C/C1=N/O)C2(C)C (centres undefined)	-7.3%	21
CCC(C)(C(=O)NC1CCCCC1)N(C)C(=O)c1ccccn1 (centres undefined)	15%*	-2
Cn1cc([N+](=O)[O-])c(C(=O)Nc2ccc(C(=O)N3CCCCC3)cc2)n1	1.6%	2
CCOc1cc(C2NC(=O)NC(O)(C(F)(F)F)C2C(=O)c2ccccc2)ccc1OC (centres undefined)	8.7%	-5
C=CCc1ccc(OCC(O)CN2CCCCC2C)c(OC)c1 (centres undefined)	-14%	·
CN(C)/C=C\C(=C/C(=O)C(F)(F)F)Nc1ccccc1Oc1ccccc1	2.2%	-20
CCn1cc(C(=O)NCCCN(C)C)c(=O)c2cc(F)c(N3CCN(C)CC3)cc21	-1.9%	-3
COc1ccc(N2C(=O)/C(=C/c3ccc([N+](=O)[O-])cc3)N=C2C)cc1	-2.7%	7
O=C(c1ccncc1)N1CCN(c2cccc(C(F)(F)F)c2)CC1	-0.3%	·
CN1C(=O)C(Cc2cccc3ccccc23)C(=O)N(C)C1=O	0.8%	-8
COc1ccc(S(=O)(=O)Nc2cc(C)c(O)c(S(=O)(=O)c3ccccc3)c2)cc1	3.6%	·
CC(=O)c1cnc2cc(-c3ccccc3)nn2c1C	0.4%	13
CC(C)C1Cc2c(C#N)c(N)sc(=S)c2CO1 (centres undefined)	2.7%	2
O=C1N=C2N(CCN3CCCCC3)c3ccccc3N2/C1=C\c1ccc([N+](=O)[O-])o1	7.3%	7
O=C(Cc1ccccc1)Nc1cccc(N2C(=O)C=CC2=O)c1	2.6%	-6
COc1ccc(-c2cccc(C3CC=CC4C3C(=O)N(Cc3ccccc3)C4c3cc(C)ccc3F)c2)cc1 (centres undefined)	-1.7%	·
O=C(CSc1nc(-c2ccco2)cc(C(F)(F)F)n1)NN1CCOCC1	-0.3%	·
COC(=O)NCc1cccc(CNC(=O)OC)c1	-2.8%	·
COc1ccc(Cn2c(O)c(/C=N/NC(=O)c3ccccc3)c(=O)[nH]c2=O)cc1	0.6%	·
COc1ccc(-n2c(=O)/c(=C\c3cccs3)s/c2=C(/C#N)C(=O)NCCN2CCOCC2)cc1	-3.1%	0
CCOC(=O)c1c(C)oc2cc(Br)c(OCC(N)=O)cc12	-4.6%	·
Cn1c(NC(=O)Cc2cccs2)cc(=O)n(C)c1=O	-7.8%	·
O=C(Nc1cnn(Cc2ccc(Cl)cc2)c1)c1cnccn1	6.0%	13
Cc1noc(C(=O)Nc2c(C)n(C)n(-c3ccccc3)c2=O)c1Cl	3.7%	-2
Cc1ccccc1C1c2[nH]c3ccccc3c2CCN1CCCn1cccn1 (centres undefined)	-1.0%	·
CCN(CC)CCCN=Cc1c(O)n(Cc2ccccc2)c(=O)c2ccccc12	0.0%	-4
Cc1nnc(N(C(=O)c2cnccn2)c2ccccc2)s1	1.7%	5
CCOC(=O)c1c(NC(=O)COc2cccc3c2CCN(Cc2ccc(F)cc2)C3=O)sc2c1CCC2	1.6%	4
COC(=O)Cn1cc(C(=O)C(F)(F)F)c2ccccc21	-2.3%	-15
Cc1ccc(-c2onc3ccc(Cl)cc23)cc1	4.9%	-8
CCCCCC/C(=N\NS(C)(=O)=O)c1ccccc1	-2.1%	·
COC(=O)c1ccccc1NC(=S)NC(=O)C1CC1	-1.5%	10
CCOc1ccc(/C=C2/Sc3ccc(C(=O)N4CCN(C(=O)c5ccco5)CC4)cc3N(C)C2=O)cc1OC	-3.6%	-15
O=C(NCc1ccccn1)c1ccc2ccccc2n1	3.5%	10

No new results follow: an excerpt of the list.
SMILES	M. tuberculosis GlmU	RmlCD inh 1536
COC(=O)NCc1cccc(CNC(=O)OC)c1	-2.8%	·
COc1ccc(Cn2c(O)c(/C=N/NC(=O)c3ccccc3)c(=O)[nH]c2=O)cc1	0.6%	·
COc1ccc(-n2c(=O)/c(=C\c3cccs3)s/c2=C(/C#N)C(=O)NCCN2CCOCC2)cc1	-3.1%	0
CCOC(=O)c1c(C)oc2cc(Br)c(OCC(N)=O)cc12	-4.6%	·
Cn1c(NC(=O)Cc2cccs2)cc(=O)n(C)c1=O	-7.8%	·
O=C(Nc1cnn(Cc2ccc(Cl)cc2)c1)c1cnccn1	6.0%	13
Cc1noc(C(=O)Nc2c(C)n(C)n(-c3ccccc3)c2=O)c1Cl	3.7%	-2
Cc1ccccc1C1c2[nH]c3ccccc3c2CCN1CCCn1cccn1 (centres undefined)	-1.0%	·
CCN(CC)CCCN=Cc1c(O)n(Cc2ccccc2)c(=O)c2ccccc12	0.0%	-4
Cc1nnc(N(C(=O)c2cnccn2)c2ccccc2)s1	1.7%	5
CCOC(=O)c1c(NC(=O)COc2cccc3c2CCN(Cc2ccc(F)cc2)C3=O)sc2c1CCC2	1.6%	4
COC(=O)Cn1cc(C(=O)C(F)(F)F)c2ccccc21	-2.3%	-15
Cc1ccc(-c2onc3ccc(Cl)cc23)cc1	4.9%	-8
CCCCCC/C(=N\NS(C)(=O)=O)c1ccccc1	-2.1%	·
COC(=O)c1ccccc1NC(=S)NC(=O)C1CC1	-1.5%	10
CCOc1ccc(/C=C2/Sc3ccc(C(=O)N4CCN(C(=O)c5ccco5)CC4)cc3N(C)C2=O)cc1OC	-3.6%	-15
O=C(NCc1ccccn1)c1ccc2ccccc2n1	3.5%	10

Continuation.
SMILES	M. tuberculosis GlmU	RmlCD inh 1536
O=S1(=O)c2cccc3cccc(c23)N1Cc1nnc(-c2ccccc2Br)o1	1.4%	6
CN(c1ccc(OCC(=O)Nc2nc(-c3ccccc3)cs2)cc1)S(=O)(=O)c1ccc(F)cc1	-0.8%	7
O=C(CN1CCCc2ccccc21)Nc1ccccc1[N+](=O)[O-]	-5.2%	3
COc1ccc(N2CCN(C(c3cccs3)C(C)NC(=O)c3ccc4c(c3)OCO4)CC2)cc1 (centres undefined)	-3.0%	-6
CCc1cccc(N=c2c([N+](=O)[O-])nn(-c3ccc4c(c3)OCCO4)n2O)c1	-0.5%	-12
CCSc1ncc(/C=N/Nc2ccc([N+](=O)[O-])cc2)n1C	4.7%	-10
Cc1ccc(C2=NNC(=O)C(P(=O)(c3ccccc3)c3ccccc3)C2)cc1 (centres undefined)	2.0%	-12
COC(=O)c1ccc(NC(=O)CN(Cc2ccc(Cl)cc2)S(C)(=O)=O)cc1	1.7%	1
COc1ccc(C(=S)N2CCN(C)CC2)cc1	2.5%	·
O=C(O)CC(CC(=O)Nc1ccc2ccccc2n1)c1ccccc1 (centres undefined)	3.4%	·
O=C(NC(=S)Nc1ccccn1)c1ccco1	-38%	2
CC(C)(C)CC(C)(C)NC(=O)/C=C/C(=O)O	1.3%	8
C/C(=N\Nc1nc(C)cc(C)n1)c1ccc(N2CCOCC2)cc1	3.5%	7
COc1ccc(OC)c(NC2=NC3(CCCCC3)N=C(N)N2)c1	-3.0%	7
O=C(CSc1nc2ccccc2c(=O)n1-c1ccccc1)NCc1ccc2c(c1)OCO2	2.7%	·
O=C(NC1(C(F)(F)F)C(=O)Nc2c1c(=O)[nH]c(=O)n2Cc1ccco1)C1CC1 (centres undefined)	-0.4%	7
S=c1[nH]ccn1-c1c(Cl)cccc1Cl	-2.9%	23
COc1ccc(-n2sc3c(c2=S)-c2cc(OC)ccc2NC3(C)C)cc1	-1.5%	-4
COC(=O)COc1ccc(S(=O)(=O)NCc2cccnc2)cc1C	0.6%	1
O=C(CNc1cccc2ccccc12)N/N=C/C=C/c1ccco1	1.7%	·
O=C(Nc1ccc(Br)cn1)c1ccc([N+](=O)[O-])cc1Cl	-2.2%	-12
S=c1[nH]ncn1NCc1ccc(Cl)cc1Cl	3.8%	-7
CCN(CC)S(=O)(=O)c1ccc(N2CCOCC2)c(NC(=O)C2CCCO2)c1 (centres undefined)	-0.2%	5

Source: PubChem BioAssay (several laboratories)
